IEC-6 tox = kills IEC-6 intestinal cells in KLF5 counter-screen; inhibition, % at 5 µM; hit rate 0.78% among 290,000; IEC-6 cytotoxicity, luminescence viability; AID 1825; in the data active = inhibition above about 22%;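 also: 0% = plate median of test compound wells and 100% = cytotoxic reference compound wells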
HSP90 inh = HSP90 refolding inhibition in rabbit reticulocyte lysate; luciferase refolding luminescence, 3 h; inhibition, % at 5.6 µM; hit rate 0.91% among 290,000; AID 1789;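 active = inhibition above the screen-wide mean plus 3 SD, computed separately per campaign, cut at about 16% in these data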;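 also: 0% = DMSO wells and 100% = 60 µM geldanamycin wells; inhibitors lower the luminescence because luciferase stays unfolded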
HSF1 activator = increases HSF-1 driven luciferase reporter signal; NIH3T3-HGL HSF-1 luciferase reporter, MG132, 8 h; 100% = twice DMSO control signal; activation, % at 9 µM; hit rate 1.7% among 300,000;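 active = mean replicate activation of at least 50% with a set share of replicates each reaching 50%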;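 also: 0% = median of the neutral control wells and 100% = twice that signal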
aSyn 5UTR inh = MLPCN primary screen, SNCA 5' untranslated region. alpha-synuclein 5'UTR reporter, inhibitor activity. hit rate 0.82% among 300,000. inhibition, % (tested at 7.5 µM); in the data active = inhibition above about 60%;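 also: H4 neuroglioblastoma cells stably carrying SNCA 5'UTR luciferase fusion; 0% = DMSO wells and 100% = positive control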
Platelet DG rel = modulates dense granule release in human platelets; human platelet-rich plasma, SFLLRN dense granule ATP release, luminescence; inhibition, %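 (compounds screened at 7.5 µM in platelet-rich plasma)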; hit rate 0.22% among 300,000;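 active = mean replicate score, as percent of positive control, at or above 50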
KLF5 inhibitor = suppresses KLF5 promoter-driven expression. inhibition, % at 5 µM. hit rate 0.23% among 290,000. DLD-1 KLF5 promoter-luciferase reporter, luminescence. AID 1700;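 active = inhibition above a per-plate limit of that plate's mean compound inhibition plus 3 SD, cut at about 60% in these data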;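 also: 0% = DMSO wells and 100% = LY294002 at 200 µM; higher means less KLF5 promoter-driven luciferase light; inactives centre near -14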
HIF act = HIF pathway transcriptional activation. U2OS HRE-luciferase reporter, luminescence; normalized: DMSO 0%, desferrioxamine 100%. activation, % at 7.5 µM (by protocol). hit rate 0.32% among 300,000. AID 1910;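 active = mean activation of at least 10% of the iron chelator positive control signal, with at least half of replicates also reaching 10%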
AI-2 QS mod = modulates the Vibrio harveyi AI-2 quorum sensing system; Vibrio harveyi JMH597 AI-2 luminescence/OD600 ratio, 9 h; active compounds read low; strain lacks LuxN and CqsS sensors; 0 = neutral-control median; activity change, % at 7.5 µM; hit rate 0.4% among 300,000; in the data active = activity change below about -75%, passing the limit was not always enough;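 also: luminescence divided by OD600 gain over 9 h not by final OD600 alone; inactives centre near 13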
HDAC3 inh = blocks human histone deacetylase 3. O15379. recombinant HDAC3, fluorogenic peptide/trypsin coupled, fluorescence. inhibition, % at 8.3 µM. hit rate 0.15% among 320,000. AID 2718; in the data active = inhibition above about 26%, passing the limit was not always enough
Target sequence (O15379 whole entry, looked up): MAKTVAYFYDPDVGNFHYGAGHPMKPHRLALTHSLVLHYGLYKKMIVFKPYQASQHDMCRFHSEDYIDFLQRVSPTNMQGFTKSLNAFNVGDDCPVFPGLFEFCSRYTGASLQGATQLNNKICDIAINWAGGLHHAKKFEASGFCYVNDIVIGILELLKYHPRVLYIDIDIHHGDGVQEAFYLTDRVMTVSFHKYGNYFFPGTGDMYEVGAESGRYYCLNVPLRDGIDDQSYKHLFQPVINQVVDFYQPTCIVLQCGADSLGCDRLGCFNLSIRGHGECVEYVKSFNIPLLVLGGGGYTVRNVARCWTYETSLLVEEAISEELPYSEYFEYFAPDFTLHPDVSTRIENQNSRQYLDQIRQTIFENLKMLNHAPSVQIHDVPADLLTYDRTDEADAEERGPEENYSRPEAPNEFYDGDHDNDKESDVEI
HSF1 inh = HSF1 inhibition. activity change, negative = inhibition, % at 7.5 µM (by protocol). NIH3T3-HGL HSE-luciferase, MG132-induced, luminescence 8 h; active compounds read low. hit rate 0.77% among 300,000;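 active = more than half of replicate wells show activity change below -50%, luminescence cut by over half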;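 also: luciferase reports HSF-1 transcriptional activity via heat shock element; 0% = median of DMSO wells and -100% = zero luminescence signal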
* hit, by the source's call; . = no result given. The order is random; any-hit rate near 5%.

SMILES | IEC-6 tox | HSP90 inh | HSF1 activator | aSyn 5UTR inh | Platelet DG rel | KLF5 inhibitor | HIF act | AI-2 QS mod | HDAC3 inh | HSF1 inh
CCC(C)[C@H](NC(=O)[C@@H]1Cc2ccccc2CN1)C(=O)NCc1ccc(OC)cc1 (stereo partly specified) | -4 | 0 | -5 | 22 | -3 | -20 | -0.2 | 19 | -2 | 4
CCN(CC(=O)Nc1ccc2c(c1)OCCO2)Cc1cc(=O)n2ccsc2n1 | 1 | 0 | -2 | -21 | 11 | -9 | -0.8 | 7 | -8 | -3
CCOC(=O)c1cc(NC(=O)CNCC(c2ccccc2)N(C)C)cc(C(=O)OCC)c1 (stereo unspecified) | 3 | 10 | 1 | 1 | -1 | -9 | -38 | 66 | -6 | 0
CC(C)OC(=O)c1ccc(COC(=O)c2cnccn2)cc1 | 3 | 0 | 11 | 10 | -1 | -12 | -0.3 | 14 | 0 | 3
COc1ccc(CCn2c(N)c(S(=O)(=O)c3cccs3)c3nc4ccccc4nc32)cc1OC | -9 | 2 | -11 | -7 | -4 | -14 | -0.6 | 26 | -2 | -3
CCCC(=Nc1ccccc1)C1=C(O)C(C(=O)OC)C(C)(C)CC1=O (stereo unspecified) | -1 | 2 | 15 | -4 | -1 | -9 | 0.0 | -26 | 20 | 2
COc1ccc(OC)c2c(C)cc(N3CCN(C(=O)c4ccc(Cl)cc4)CC3)nc12 | 4 | 3 | -6 | -4 | 0 | -40 | -1.2 | 0 | -5 | -6
COc1ccc(CNC(=O)CCN2C(=S)NC(C)(C)CC2C)cc1 (stereo unspecified) | -9 | -2 | 0 | -17 | -3 | -30 | -0.6 | 31 | -5 | 2
COc1ccc2oc(=O)c(-c3nnc(N)s3)cc2c1 | -1 | -5 | 11 | -97 | 7 | -74 | 0.8 | 22 | 2 | 13
COc1ccccc1CCNC(=O)CC1C(=O)NCCN1CCCc1ccccc1 (stereo unspecified) | -6 | 6 | 35 | 26 | -4 | 3 | 0.0 | -6 | -2 | 2
O=C(Nc1ccc(F)cc1F)N1CCN(C(=O)c2ccco2)CC1 | -2 | -2 | -19 | -13 | 24 | -20 | -0.3 | 12 | -1 | -1
Cc1ccc(NC(=O)CN(C)C(=O)CCCN2C(=O)c3ccccc3C2=O)cc1 | -7 | 4 | -5 | 4 | 0 | -8 | 0.9 | 38 | 0 | -2
CCOC(=O)N1CCN(C(=O)CSc2nnc(COc3ccc(Cl)cc3)o2)CC1 | 2 | -1 | 12 | 14 | 3 | 21 | 0.0 | 12 | -4 | 3
OCC1CCCCN1C(=S)NCc1ccco1 (stereo unspecified) | -12 | -3 | -2 | -22 | -5 | -20 | -0.3 | -8 | 3 | -9
CCOC(=O)C1=NNC2(c3ccc(C)cc3)C(=O)N(c3ccc(Cl)cc3)C(=O)C12 (stereo unspecified) | -10 | 3 | 9 | 11 | 8 | -21 | -0.8 | -2 | 7 | 9
CC(C)(C)C(=O)Nc1ccccc1C(=O)Nc1cc(Cl)ccc1Cl | 6 | 0 | 3 | -24 | -4 | 8 | -0.1 | 12 | 14 | -2
Cc1cc(N2CCCC2=O)cc(C)c1S(=O)(=O)NCCOc1ccc(C(C)(C)C)cc1 | -2 | -2 | -6 | 6 | -2 | -38 | 0.4 | 29 | 0 | -1
Nc1ccc(Oc2cc(N)cc(Oc3ccccc3)c2)cc1 | -4 | -4 | 7 | -173 | 4 | -164 | 0.5 | 28 | -5 | -5
c1ccc(-c2nc(-c3cccnc3)n[nH]2)cc1 | -2 | 2 | 16 | -85 | -2 | -46 | 0.9 | 22 | -2 | -1
O=C(CN1CCCCC1)N1N=C(c2cccs2)CC1c1cccs1 (stereo unspecified) | -1 | 6 | -16 | -13 | 1 | -11 | 0.0 | 19 | 6 | -7
COCCSc1ccccc1C(=O)N1CCN(Cc2ccc3c(c2)OCO3)CC1 | 3 | 5 | 14 | 24 | 6 | -1 | -0.5 | 18 | . | -2
CCCN(CC(=O)Nc1ccc(Cl)cc1Cl)C(=O)CC(NC(C)=O)c1ccccc1 (stereo unspecified) | 3 | -5 | 5 | 11 | -5 | -40 | 0.0 | 5 | 7 | 5
CC(C)(C)C(=O)CSc1nc2ncc(Br)cc2[nH]1 | -1 | 5 | 23 | -31 | -29 | -45 | 0.5 | 20 | -7 | -1
O=C1NC(Cc2c[nH]c3ccccc23)C(=O)N1CCOc1ccc(F)cc1 (stereo unspecified) | -3 | 0 | 3 | 9 | 0 | 0 | -0.5 | 10 | 3 | -2
CCOc1cc(CNc2ccc(O)cc2)cc(Br)c1OCc1ccccc1F | -11 | 1 | 19 | 18 | 10 | -20 | -0.2 | -1 | 0 | 22

The listing continues.
SMILES | IEC-6 tox | HSP90 inh | HSF1 activator | aSyn 5UTR inh | Platelet DG rel | KLF5 inhibitor | HIF act | AI-2 QS mod | HDAC3 inh | HSF1 inh
Cc1ccc(OCCn2c(CCNC(=O)C(C)C)nc3ccccc32)cc1 | -2 | -3 | 12 | -15 | -1 | -20 | -0.2 | 26 | -4 | -3
CC1CN(C(=O)CCC(=O)NCCCN2CCN(Cc3ccccc3)CC2)c2cc(Cl)ccc2O1 (stereo unspecified) | 5 | 3 | 6 | -12 | 3 | 7 | 0.8 | 42 | -1 | 1
O=C(Nc1ccc(N2CCOCC2)c(Cl)c1)c1cccc(-n2cnnc2)c1 | -4 | -4 | 0 | -7 | -2 | -13 | 0.0 | 10 | -10 | -3
O=C(Nc1ccc(Cn2cccn2)cc1)c1ccc(COc2cccc(Br)c2)cc1 | 2 | 4 | 3 | -27 | 0 | -58 | -24 | 10 | -2 | -6
Cc1ccccc1C(=O)N/N=C/c1ccccn1 | 12 | -1 | 19 | -80 | 14 | -53 | 1.1 | 16 | 10 | 15
Cc1ccc(S(=O)(=O)Nc2ccc(S(=O)(=O)Nc3ncccn3)cc2)cc1 | 5 | 0 | 4 | -8 | 0 | -6 | 0.1 | 5 | -5 | 1
O=C(CSc1ccc(-c2ccccn2)nn1)N1CCc2ccccc21 | -9 | 0 | -13 | -3 | 1 | -32 | 0.6 | 13 | 1 | 3
O=C(N/N=C\c1ccccc1)c1sccc1-n1cccc1 | 2 | -5 | 1 | -6 | 7 | -48 | 0.4 | 10 | 5 | 12
O=C(COc1cccnc1[N+](=O)[O-])Nc1ccc(Cl)c(S(=O)(=O)N2CCOCC2)c1 | 7 | 1 | 5 | -8 | -3 | -11 | -0.1 | 15 | -1 | 3
CCCCN(C(=O)CCn1c(=O)oc2ccccc21)c1ccccc1 | 2 | -1 | 20 | 0 | -6 | -11 | -0.4 | 12 | -10 | 8
O=C(NCc1ccco1)C(c1ccco1)N(C(=O)Cn1nnc2ccccc21)c1ccc2c(c1)CCC2 (stereo unspecified) | -2 | 4 | 42 | 5 | 6 | -13 | 0.7 | -31 | -1 | 31
O=C1CSC(c2cccc(F)c2)N1c1ccccc1F (stereo unspecified) | 3 | 9 | -6 | 0 | 1 | 2 | -1.0 | 17 | -2 | -4
CC(C)[C@H](Nc1ccc(S(=O)(=O)N2CCOCC2)cc1[N+](=O)[O-])C(=O)OCC(N)=O | -8 | -3 | -20 | 24 | -18 | -2 | 0.1 | 26 | -3 | -9
CCn1ncc([N+](=O)[O-])c1C(=O)n1nc(C)cc1C | -6 | -2 | -25 | -35 | 16 | -18 | 0.4 | 19 | -4 | -15
CN(C(=O)COc1ccc(Cl)cc1)C1(C)CCS(=O)(=O)C1 (stereo unspecified) | . | . | 8 | -1 | -8 | . | -59 | 11 | -1 | 1
COc1ccc(CNC(=O)CN(c2ccc(C(C)C)cc2)S(=O)(=O)c2c(C)noc2C)cc1 | -12 | 0 | 33 | -3 | 12 | -27 | -1.0 | 16 | 6 | 15
CN(c1ccccc1)S(=O)(=O)c1ccc(C(=O)N2CCCC(C(F)(F)F)C2)cc1 (stereo unspecified) | -8 | 3 | 6 | -4 | -15 | -23 | 0.0 | 27 | 9 | 2
Cc1cc(C)cc(N(CC(=O)N/N=C/c2ccncc2)S(=O)(=O)c2ccccc2)c1 | -5 | -6 | 10 | 29 | 5 | -23 | -0.5 | 27 | -1 | 4
CCOc1ccc(CCNC(=O)COC(=O)COc2ccc(C(C)=O)cc2)cc1OCC | . | . | -8 | 13 | -3 | . | -40 | 33 | 2 | -7
CCN(CC)CC(O)COc1ccc2c(c1)c(C(C)=O)c(C)n2-c1ccccc1 (stereo unspecified) | 1 | -2 | 5 | 3 | 5 | -31 | -0.1 | 3 | -2 | -3
CCCc1nnc(SCC(=O)Nc2nccs2)o1 | 7 | -4 | 11 | 1 | -4 | -27 | 0.1 | 24 | 1 | 1
CN(N)c1nc2ccccc2nc1C(F)(F)F | 7 | 7 | 3 | 2 | -5 | -10 | -0.4 | 21 | 1 | -4
Fc1ccc(NC(=S)NC23CN4CN(CN(C4)C2)C3)cc1 | 3 | 4 | -1 | 6 | -3 | 2 | 0.1 | 0 | 7 | -4
Cc1cccc(C(=O)Oc2ccccc2-c2nnco2)c1 | -7 | -2 | -6 | -20 | -3 | -20 | 0.2 | 28 | -1 | 0
Cn1c(=O)c2c(ncn2CC(=O)Nc2nnc(Cc3ccccc3)s2)n(C)c1=O | -2 | 2 | -1 | 29 | 1 | -15 | -0.6 | 15 | -8 | -13

A draw from above in order of heavy-atom count, lowest first.
SMILES | IEC-6 tox | HSP90 inh | HSF1 activator | aSyn 5UTR inh | Platelet DG rel | KLF5 inhibitor | HIF act | AI-2 QS mod | HDAC3 inh | HSF1 inh
CCn1ncc([N+](=O)[O-])c1C(=O)n1nc(C)cc1C | -6 | -2 | -25 | -35 | 16 | -18 | 0.4 | 19 | -4 | -15
CCN(CC)CC(O)COc1ccc2c(c1)c(C(C)=O)c(C)n2-c1ccccc1 (stereo unspecified) | 1 | -2 | 5 | 3 | 5 | -31 | -0.1 | 3 | -2 | -3
COc1ccc(OC)c2c(C)cc(N3CCN(C(=O)c4ccc(Cl)cc4)CC3)nc12 | 4 | 3 | -6 | -4 | 0 | -40 | -1.2 | 0 | -5 | -6
CCOc1ccc(CCNC(=O)COC(=O)COc2ccc(C(C)=O)cc2)cc1OCC | . | . | -8 | 13 | -3 | . | -40 | 33 | 2 | -7

Other results follow.
SMILES | IEC-6 tox | HSP90 inh | HSF1 activator | aSyn 5UTR inh | Platelet DG rel | KLF5 inhibitor | HIF act | AI-2 QS mod | HDAC3 inh | HSF1 inh
CCC1(CC)Cc2ccccc2-c2[nH]c(=S)[nH]c(=O)c21 | . | . | 0 | -25 | -12 | . | 0.1 | 4 | 3 | -1
c1ccc(NCn2cncn2)nc1 | 4 | -1 | 8 | 0 | -23 | 15 | 0.0 | 1 | -5 | 1
COc1ccc(-c2nc(N3CCOCC3)nc3n[nH]c(N)c23)cc1 | -4 | 0 | 0 | 33 | -1 | -7 | 0.3 | 4 | -3 | 2
O=C(CCc1nnc(CCCCc2ccccc2)o1)NCCc1cccnc1 | 4 | 2 | 13 | -14 | 4 | -2 | 0.4 | 23 | 5 | 3
Cc1c(OC(C)C(=O)O)ccc2c3c(c(=O)oc12)CCCC3 (stereo unspecified) | -5 | 4 | 10 | 3 | 3 | -36 | 0.6 | 7 | -49 | -5
CCOc1ccc(S(=O)(=O)Nc2ccc(C(=O)NN)cc2)cc1 | -2 | 1 | 0 | 3 | -2 | -6 | -1.2 | 22 | 21 | 6
Cc1ccc(C(=O)N2CCCC(C(F)(F)F)C2)cc1S(=O)(=O)N1CCCCC1 (stereo unspecified) | . | . | -6 | -3 | -20 | . | -0.2 | -6 | 3 | 1
Cc1c(CC(=O)O)c(=O)oc2c(C)c(OCc3ccc(F)cc3F)ccc12 | 1 | 1 | 13 | -8 | . | -24 | 0.1 | 5 | -4 | 5
CCCS(=O)(=O)N1CCCC(C(=O)NCCN2CCCCC2C)C1 (stereo unspecified) | -1 | 21* | -9 | -16 | -3 | 18 | -0.2 | 17 | -2 | -6

Screening data as filed in PubChem BioAssay.
